Screening results from PubChem.
aSyn rescue: qHTS of alpha-syn Inhibitors | AID 652106, 2013 | actives 0.14% (n = 370,000) | Potency, µM (series often up to 46.1 µM), without a hit: at the highest dose growth rescue (activation), actives largely listed as activators | Yeast expressing alpha-synuclein, growth rescue, BacTiter-Glo, 24 h; further: % of control where 0% means no effect; nearly all actives have a fitted effect of over 65% in size
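Screening used galactose-induced yeast with toxic alpha-synuclein levels, exposed to compound for 24 hr at 30 deg C. Cell growth, read with BacTiter-Glo luminescence, gave the measured signal.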
EPAC2 antag: qHTS for Antagonist of cAMP-regulated guanine nucleotide exchange factor 2 (EPAC2): primary screen | actives 0.18% (n = 360,000) | Potency, µM (highest dose often 114 µM), for the others: at the highest dose activity, negative = inhibition, most hits filed as inhibitors | EPAC2 GEF exchange of Rap1B-BODIPY-GDP, fluorescence; further: on the % scale 0 is the no-effect control and ±100 the full control effect; nearly all actives have a fitted effect of over 45% in size; many of its hits are not listed in these tables
Target sequence (Q8WZA2 whole entry, looked up): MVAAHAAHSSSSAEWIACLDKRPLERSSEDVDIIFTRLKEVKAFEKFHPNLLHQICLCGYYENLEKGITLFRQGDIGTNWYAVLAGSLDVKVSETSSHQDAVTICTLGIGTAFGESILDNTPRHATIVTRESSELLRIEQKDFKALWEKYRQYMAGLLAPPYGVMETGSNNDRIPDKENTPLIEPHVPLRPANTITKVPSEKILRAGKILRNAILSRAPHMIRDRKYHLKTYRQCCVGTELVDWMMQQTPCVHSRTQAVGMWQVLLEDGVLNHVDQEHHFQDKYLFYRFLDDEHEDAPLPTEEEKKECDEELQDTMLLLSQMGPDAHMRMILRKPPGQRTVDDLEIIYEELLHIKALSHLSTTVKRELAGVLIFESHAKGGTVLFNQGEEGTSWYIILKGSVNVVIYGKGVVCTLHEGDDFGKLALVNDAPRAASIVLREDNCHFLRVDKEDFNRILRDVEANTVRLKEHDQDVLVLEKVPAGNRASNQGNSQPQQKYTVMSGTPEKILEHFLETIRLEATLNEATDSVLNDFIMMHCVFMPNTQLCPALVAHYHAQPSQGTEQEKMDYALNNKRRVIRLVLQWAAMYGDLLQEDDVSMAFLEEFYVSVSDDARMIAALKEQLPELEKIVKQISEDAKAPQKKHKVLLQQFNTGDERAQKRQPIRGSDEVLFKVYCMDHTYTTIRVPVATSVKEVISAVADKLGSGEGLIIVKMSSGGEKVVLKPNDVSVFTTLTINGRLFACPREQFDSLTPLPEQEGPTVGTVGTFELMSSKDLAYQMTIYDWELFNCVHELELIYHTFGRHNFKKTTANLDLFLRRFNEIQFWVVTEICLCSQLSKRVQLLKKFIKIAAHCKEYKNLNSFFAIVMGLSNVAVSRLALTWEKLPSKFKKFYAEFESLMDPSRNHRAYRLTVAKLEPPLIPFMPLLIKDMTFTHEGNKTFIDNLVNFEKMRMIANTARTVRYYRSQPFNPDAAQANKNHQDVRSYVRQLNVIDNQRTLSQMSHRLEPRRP
EPAC2 ag: qHTS for Agonist of cAMP-regulated guanine nucleotide exchange factor 4 (EPAC2): primary screen; actives 0.079% (n = 360,000); Rap guanine nucleotide exchange factor 4 (Homo sapiens), Q8WZA2; EPAC2 activation, biochemical qHTS; response scale: 100% = 6.5 mM cAMP response; AID 720711, 2013; Potency, µM (titrated, usually from 154 µM), for the others: top-dose activation, actives largely listed as activators; further: nearly all actives have a fitted effect of over 50% in size
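Readout is BODIPY fluorescence (480 nm excitation, 540 nm emission), which falls as labeled GDP is exchanged off Rap1B. EPAC2 at 100 nM acted on 250 nM RAP1B-BODIPY-GDP with 50 uM GDP present.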
TDP43 rescue: qHTS of TDP-43 Inhibitors | actives 1.8% (n = 410,000) | TDP-43 expressing yeast growth rescue, BacTiter-Glo, 24 h | AID 652104, 2013 | Potency, µM (highest dose often 46.1 µM), for inactives: at the top dose growth rescue (activation), actives largely listed as activators; further: % of control where 0% means no effect; nearly all actives have a fitted effect of over 50% in size
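Yeast expressing TDP-43 (pregrown in raffinose, seeded at OD600=0.02 in galactose medium) exposed to compounds 24 hr at 30 deg C. Growth read by BacTiter-Glo luminescence; rescue of toxicity appears as increased signal.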
EPAC1 agonist: qHTS for Agonist of cAMP-regulated guanine nucleotide exchange factor 3 (EPAC1): primary screen; AID 720707, 2013; actives 0.073% (n = 360,000); Potency, µM (titrated, usually from 154 µM), for the others: at the top dose activation, usual class: activators; Rap guanine nucleotide exchange factor 3 (Homo sapiens), O95398; EPAC1 agonist qHTS, biochemical assay; response scale: 100% = response to 6.5 mM cAMP; further: nearly all actives have a fitted effect of over 60% in size
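Nucleotide exchange by EPAC1 (100 nM) on Rap1B–BODIPY-GDP (250 nM) in the presence of 50 uM GDP is tracked fluorescently at 480/540 nm over 30 min. Signals are normalized to a 6.5 mM cAMP control.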
FUS suppressor: qHTS for Suppressors of FUS Proteinopathy: Primary screen using FUS-linked yeast assay | S. cerevisiae FUS-expressing, growth rescue, OD600, 24 h | Potency, µM (doses to about 76.6 µM), for inactives: at the highest dose growth rescue (activation), most hits filed as activators | actives 0.24% (n = 390,000);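 further: plate controls were DMSO vehicle for no effect and reference control for full effect; nearly all actives have a fitted effect of over 55% in size; some results filed as inactive show a strong effect at the top dose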
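Absorbance at 600 nm, taken 24hr after compound addition, measured rescue of FUS-yeast growth at 30C. Induction used 2% galactose with seeding at OD 0.005. Controls: CP55940 from 92uM final, DMSO only.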
PTHR1 agonist: qHTS for PTHR1 Agonists: Primary Screen; Parathyroid hormone/parathyroid hormone-related peptide receptor (Homo sapiens), Q03431; HEK293 GP2 PTHR1 cells, GloSensor cAMP luminescence, 1 h; Potency, µM (top dose mostly 115 µM), for the others: at the top dose activation, hits mostly activators; actives 0.075% (n = 410,000); AID 743266, 2014; further: nearly all actives have a fitted effect of over 55% in size; some results filed as inactive show a strong effect at the top dose; inactives centre near -15; many of its hits are not listed in these tables
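HEK-293-derived GP2 cells expressing PTHR1 and a GloSensor cAMP reporter, 3,000/well, plated overnight, given luciferin plus IBMX (each 0.5 mM as added) for 1 h at 37 °C, then compound for 1 h at 37 °C. Luminescence was read after 15 min at room temperature.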
EPAC1 antagonist: qHTS for Antagonist of cAMP-regulated guanine nucleotide exchange factor 3 (EPAC1): primary screen; Rap guanine nucleotide exchange factor 3 (Homo sapiens), O95398; EPAC1 GEF assay, Rap1b-BODIPY-GDP exchange fluorescence; Potency, µM (series often up to 115 µM), without a hit: top-dose activity change, negative = inhibition, actives largely listed as inhibitors; actives 0.14% (n = 360,000); AID 720709, 2013;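 further: plate controls were vehicle for no effect and positive control for full effect; nearly all actives have a fitted effect of over 50% in size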
* marks the source's active call; other numbers are inactive results; i = inactive; ? = inconclusive; . = no result given; [ ] = another dose, or the depositor's remark. The call rests on the fitted dose curve; in most records, active means well fitted curve in the direction sought with a large enough effect; inconclusive means small, poorly fitted or top-dose-only effect, or another doubt; inactive means no such curve, though single readings can be large; an effect the other way counts as inactive or inconclusive. Potency means the concentration at half of the fitted maximal effect. An excerpt, so the mix of outcomes need not match the whole.

Each structure is followed by: EPAC1 agonist	EPAC1 antagonist	EPAC2 ag	FUS suppressor	TDP43 rescue	EPAC2 antag	aSyn rescue	PTHR1 agonist
O=C(N/N=C/c1cn(-c2ccccc2)nc1-c1cccnc1)c1cccnc1
    -6%	13%	-3%	-4%	17%	3%	0%	-59%[inhibitor]
Cc1c(N2C(=O)/C(=C\c3ccccc3O)SC2=S)c(=O)n(-c2ccccc2)n1C
    -9%	18%	-3%	6%	-21%	14%	-3%	-28%
Cc1sc2ncn(CC(=O)N3CCOCC3)c(=O)c2c1-c1ccccc1
    0%	14%	1%	?	-21%	-7%	0%	i
CCOC(=O)CC(NC(=O)c1cc2cc(Cl)cc(Cl)c2oc1=O)c1cccc([N+](=O)[O-])c1 (stereo not drawn)
    -8%	1%	-4%	1%	8%	-1%	-3%	0%
CC(C)C(C)NC(=O)COc1ncnc2sccc12 (stereo not drawn)
    3%	4%	5%	14%	-3%[0.397 µM]	9%	4%	i
O=C(N/N=C/c1ccccc1OC(=O)c1ccc2c(c1)OCO2)c1ccccc1
    5%	-21%	9%	.	-9%	2%	0%	i
CN1c2ccccc2C(=O)/C(=C\Nc2ccc(F)cc2F)S1(=O)=O
    -1%	13%	3%	-1%	15%	1%	-1%	i
Cc1ncc(CSc2nc3ccccc3[nH]2)c(N)n1
    -1%	1%	8%	-10%	-5%	9%	-7%	i
CC1=CC=CC2=N/C(=N\S(=O)(=O)c3ccc(F)cc3F)c3ccccc3CN12
    7%	6%	4%	-9%	8%	7%	5%	-13%
O=C(CCCCCN1C(=O)c2cccc3cccc(c23)C1=O)N1CCOCC1
    -3%	-5%	5%	12%	21%	13%	9%	i
COc1ccc(NS(=O)(=O)c2cc(NC(=O)CC3CCCC3)ccc2N2CCOCC2)cc1
    1%	-24%	2%	26%	20%	-13%	1%	i
Cc1ccc2c(ccn3cc4c(c(=O)n(C)c(=O)n4C)c23)c1
    14%	-3%	-2%	7%	2%	-18%	6%	-22%
S=c1[nH]nc(C23CC4CC(CC(C4)C2)C3)n1Cc1ccco1
    4%	-10%	-4%	7%	?	1%	14%	-9%[57.5 µM]
O=C(O)c1cc(N2C(=O)C3CCCCC3C2=O)ccc1NCc1cccnc1 (stereo not drawn)
    0%	3%	12%	21%	-4%	15%	-9%	-2%
Cc1ccc(S(=O)(=O)N2CCN(C(=O)CSc3ccccn3)CC2)c(C)c1
    10%	5%	14%	29%	2%	10%	18%	-52%[inhibitor]
CC(C(=O)Nc1ccc(C(=O)O)c(O)c1)N1C(=O)/C(=C\c2ccco2)SC1=S (stereo not drawn)
    -7%	-29%	3%	-5%	11%	39%[activator]	12%	i
COCc1c(C(=O)Nc2ccc(Cl)cc2F)oc2ccccc12
    5%	-29%	2%	-10%	4%	-13%	-2%	i
CCc1ccc(-c2cc3c(=O)n(CC(=O)NCCCN4CCC(Cc5ccccc5)CC4)nc(C)n3n2)cc1
    -7%	-5%	11%	5%	-5%	3%	-1%	6%
COc1ccc(C)cc1NC(=O)c1ccccc1N(C)S(=O)(=O)c1ccccc1
    15%	4%	14%	36%	24%	-9%	3%	-28%
O=C(c1ccccc1)c1cccc(NC(=O)c2ccc(Br)o2)c1
    8%	-19%	5%	17%	-16%	-2%	-3%	-36%[inhibitor]

Quoted from the listing for reference:
Each structure is followed by: EPAC1 agonist	EPAC1 antagonist	EPAC2 ag	FUS suppressor	TDP43 rescue	EPAC2 antag	aSyn rescue	PTHR1 agonist
O=C(N/N=C/c1cn(-c2ccccc2)nc1-c1cccnc1)c1cccnc1
    -6%	13%	-3%	-4%	17%	3%	0%	-59%[inhibitor]
Cc1c(N2C(=O)/C(=C\c3ccccc3O)SC2=S)c(=O)n(-c2ccccc2)n1C
    -9%	18%	-3%	6%	-21%	14%	-3%	-28%
Cc1sc2ncn(CC(=O)N3CCOCC3)c(=O)c2c1-c1ccccc1
    0%	14%	1%	?	-21%	-7%	0%	i
CCOC(=O)CC(NC(=O)c1cc2cc(Cl)cc(Cl)c2oc1=O)c1cccc([N+](=O)[O-])c1 (stereo not drawn)
    -8%	1%	-4%	1%	8%	-1%	-3%	0%
CC(C)C(C)NC(=O)COc1ncnc2sccc12 (stereo not drawn)
    3%	4%	5%	14%	-3%[0.397 µM]	9%	4%	i
O=C(N/N=C/c1ccccc1OC(=O)c1ccc2c(c1)OCO2)c1ccccc1
    5%	-21%	9%	.	-9%	2%	0%	i
CN1c2ccccc2C(=O)/C(=C\Nc2ccc(F)cc2F)S1(=O)=O
    -1%	13%	3%	-1%	15%	1%	-1%	i
Cc1ncc(CSc2nc3ccccc3[nH]2)c(N)n1
    -1%	1%	8%	-10%	-5%	9%	-7%	i
CC1=CC=CC2=N/C(=N\S(=O)(=O)c3ccc(F)cc3F)c3ccccc3CN12
    7%	6%	4%	-9%	8%	7%	5%	-13%
O=C(CCCCCN1C(=O)c2cccc3cccc(c23)C1=O)N1CCOCC1
    -3%	-5%	5%	12%	21%	13%	9%	i
COc1ccc(NS(=O)(=O)c2cc(NC(=O)CC3CCCC3)ccc2N2CCOCC2)cc1
    1%	-24%	2%	26%	20%	-13%	1%	i

An excerpt of these results, with bars between the fields.
molecule | EPAC1 agonist | EPAC1 antagonist | EPAC2 ag | FUS suppressor | TDP43 rescue | EPAC2 antag | aSyn rescue | PTHR1 agonist
CC(C(=O)Nc1ccc(C(=O)O)c(O)c1)N1C(=O)/C(=C\c2ccco2)SC1=S (stereo not drawn) | -7% | -29% | 3% | -5% | 11% | 39%[activator] | 12% | i
COCc1c(C(=O)Nc2ccc(Cl)cc2F)oc2ccccc12 | 5% | -29% | 2% | -10% | 4% | -13% | -2% | i

(list continues)
Each structure is followed by: EPAC1 agonist	EPAC1 antagonist	EPAC2 ag	FUS suppressor	TDP43 rescue	EPAC2 antag	aSyn rescue	PTHR1 agonist
COc1ccc(NC(=O)c2cccc3cccnc23)cc1S(N)(=O)=O
    6%	?	3%	17%	-15%	2%	0%	-75%[inhibitor]
Cc1ccnc(NC(=O)CCc2c(C)nc3ncnn3c2C)c1
    -3%	0%	2%	-10%	?	2%	0%	-23%
COC(C(=O)NC(C(C)C)C(C)C)c1ccccc1 (stereo not drawn)
    0%	-14%	3%	.	20%	3%	6%	i
O=C(Nc1cccc2ccccc12)c1cnsn1
    6%	-20%	11%	-27%	-1%	1%[57.1 µM]	-3%	-3%
COc1ccc(F)cc1S(=O)(=O)NCC(c1ccco1)N1CCc2ccccc2C1 (stereo not drawn)
    10%	-26%	3%	11%	-10%	-18%	8%	-28%
O=C(CCc1nnc2n(Cc3ccccc3Cl)c(=O)c3ccccc3n12)NCCCN1CCOCC1
    -3%	-5%	0%	2%	6%	7%	0%	i
CC(=O)N1CCN(S(=O)(=O)c2cccc(C(=O)NNC(=O)Cn3ccc(C(F)(F)F)n3)c2)CC1
    3%	-8%	7%	4%	-6%	12%	-1%	-13%
CCOC(=O)c1cnc(SCC(=O)Nc2cc(C(F)(F)F)ccc2N2CCOCC2)nc1N
    2%	-5%	-15%	-14%	16%	2%	0%	-15%[57.5 µM]
N#CC1(NC(=O)COc2cccnc2[N+](=O)[O-])CCCCC1
    6%	-11%	13%	.	17%	-8%	0%	4%
CCOC(=O)c1c[nH]c2c(C)cc(C)cc2c1=O
    4%	16%	2%	7%	?	1%	-17%	i
Nc1ncnc2c1ncn2[C@@H]1O[C@H](CNC(=O)[C@@H](N)C2CCCCC2)[C@@H](O)[C@H]1O
    -12%	0%	3%	-25%	12%	-4%	-3%	-11%
NS(=O)(=O)c1cccc(NC(=O)c2cccc3c(Br)cccc23)c1
    4%	16%	-2%	-22%	16%	2%	0%	-19%
CC(C)N(C)c1ncnc2c1ncn2[C@H]1CN(Cc2ccc(F)cc2)C[C@@H](CO)O1
    -2%	-10%	-2%	21%	19%	-5%	1%	-15%
Cc1cc(NC(=O)c2ccc(Cl)c([N+](=O)[O-])c2)no1
    -8%	4%	3%	33%	0%	14%	-19%	i
O=C(COc1ncnc2ccccc12)NC(=O)NCc1ccccc1
    3%	-6%	6%	19%	5%	-6%	0%	i
O=C(OCC(=O)N1CCN(S(=O)(=O)c2ccccc2)CC1)c1ccc([N+](=O)[O-])o1
    5%	-20%	4%	24%	-23%	0%	6%	-2%
CC1CCCCN1C(=O)COc1ccc(NC(=O)c2ccco2)cc1 (stereo not drawn)
    0%	0%	0%	22%	0%	-3%	0%	i
Cn1nc(C2CC2)cc1NC(=O)C1(C)CCN1C(=O)Cc1ccc(-c2ccccc2)cc1 (stereo not drawn)
    2%	-9%	25%	?	?	6%	?	-75%[inhibitor]
CCc1ccc(Nc2nnc(SCC(=O)Nc3ccc(C(=O)O)cc3)s2)cc1
    8%	7%	0%	13%	-6%	-22%	-3%	-3%
O=C(NCc1ccc(F)cc1)C(c1ccc(Cl)cc1)N(C(=O)c1csnn1)C1CC1 (stereo not drawn)
    0%	9%	2%	21%	-7%	2%	-5%	i

Each structure is followed by: EPAC1 agonist	EPAC1 antagonist	EPAC2 ag	FUS suppressor	TDP43 rescue	EPAC2 antag	aSyn rescue	PTHR1 agonist
COc1ccc(C2N(c3cc(Cl)ccc3OC)C(=O)C3CCCN32)cc1OC (stereo not drawn)
    -5%	-2%	7%	-7%	15%	-16%	-4%	2%
CC(=O)c1cc(C#N)c(SCC(=O)OC(C)C)nc1C
    -5%	-4%	1%	19%	-5%	13%	10%	-2%[57.5 µM]
COc1ccccc1N1CCN(c2nc3ccccc3nc2C(C#N)C(=O)OC(C)C)CC1 (stereo not drawn)
    4%	-5%	11%	?	?	12%	-13%	i
CC(C)CCOP(=O)(c1ccc(N(C)C)cc1)C(O)c1ccc(N(C)C)cc1 (stereo not drawn)
    5%	1%	0%	8%	13%	-11%	-7%	i
Cc1ccc(S(=O)(=O)N2CCN(C(C)C)CC2)cc1
    0%	-23%	9%	-7%	-10%	1%	-5%	i
CCS(=O)(=O)N1CCN(c2ccc([N+](=O)[O-])c(NCC3CCCO3)c2)CC1 (stereo not drawn)
    -1%	8%	12%	0%	5%	-9%	1%	-5%
